Yfh1-depleted yeast = enhancers of respiration in Yfh1-depleted yeast, dose response, Friedreich's ataxia, plus single-dose screen (AID 1465) | S. cerevisiae Yfh1-off respiration, WST-1 reduction, 72 h; higher fold induction means a stronger effect | fold induction at 50 µM; hits with a dose series show EC50 in µM | 0.074% of 220,000 active;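 active means fold induction of absorbance versus untreated yeast above a set limit, then at least 30% activation at any dose in follow-up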;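 further: activators that raise dye reduction in frataxin-depleted yeast; strong numbers were not always called active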
Autophagy mod = alters autophagy in cells; 0.98% of 190,000 active; calls only at 10 µM (by protocol); MEF GFP-LC3 puncta imaging; test concentration mostly 10 µM;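 active means percentage of spot-positive cells more than 3 SD above its plate mean, without a fluorescence outlier flag or 80% toxicity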;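 further: spot-positive cell cutoff set from DMSO-treated cells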
human PMI inhibition = inhibitors of human PMI, primary screen, biochemical, fluorescence intensity, coupled assay (AID 1209); one-dose inhibition, % at 20 µM; IC50 in µM for titrated hits; purified PMI enzyme, coupled fluorescence intensity; higher % means a stronger effect; 0.42% of 190,000 active;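 further: plate controls were DMSO vehicle for no effect and wells lacking substrate for full effect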
Dynein cargo inh = dynein cargo transport inhibition. 0.47% of 220,000 active. z-score, hits read low. 3617.4 mouse cells, GR-EGFP nuclear translocation imaging; test concentration mostly 20 µM; stimulated with dexamethasone, 1 µM; active compounds read low;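 active means plate z-score of nuclear minus cytoplasmic receptor signal below a set negative limit, without overly bright fluorescence or cell loss, cut at about -3.5 in these data, passing the limit was not always enough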;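 further: z-score of nuclear minus cytoplasmic ring GR-EGFP intensity difference per well; some compounds called inactive have numbers as strong as hits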
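medium = tetracycline-free induction medium containing charcoal-stripped FBS | also added = 1.0 µM final dexamethasone stimulus | schedule = 48 h induction, 1 h compound, 30 min dex at 37 °C | technique = fixed, Hoechst-stained cells imaged at 10x for EGFP | measure = GR-EGFP nuclear translocation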
WT yeast gro inh = growth inhibition of WT yeast, mitochondrial fusion screen; mitochondrial fusion phenotypic screen, WT strain; inhibition, % at 10 µM; 2.1% of 190,000 active; AID 1362; in the data active means inhibition above about 58%; tested in S. cerevisiae
human PMI inhibitors = human PMI inhibitors, high substrate, primary screen, biochemical, fluorescence intensity, high mannose 6-phosphate (AID 1220); recombinant PMI enzyme, coupled fluorescence intensity; higher % means a stronger effect; inhibition, % at 20 µM; hits with a dose series show IC50 in µM; 0.66% of 190,000 active
bCat nuc transl = beta-catenin nuclear translocation modulation; AID 1665; 0.3% of 190,000 active; HeLa beta-catenin nuclear translocation, immunofluorescence imaging; nuclear translocation activity, % at 5 µM;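 active means nuclear translocation activity above 50% at 5 µM, with a well cell count of 50 or more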;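 further: per-cell ratio of nuclear to cytoplasmic median beta-catenin stain intensity; plate controls were DMSO negative control for no effect and GSK-3 inhibitor IX positive control for full effect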
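test system = HeLa cells, endogenous beta-catenin | dosing = single 5 µM dose plus 0.02–20 µM confirmation series | times = compound treatment 24 h, 37°C, 5% CO2 | technique = beta-catenin immunofluorescence imaging with DAPI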
Ins promoter up = MIN6 insulin promoter up-regulation | z-score at 5 µM | MIN6 insulin promoter-GFP reporter, high-content imaging; active compounds read high | 0.3% of 190,000 active;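 active means z-score above 3 at 5 µM with at least 500 cells counted in the well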
MT stabilize HCS = microtubule stabilization, imaging screen. HeLa tubulin immunostaining HCS, 24 h; share of cells brighter than vehicle mean+2SD. % tubulin-high responders, % at 10 µM. 0.83% of 200,000 active;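 active means plate Z-score above 3 for both tubulin-high and condensed-nucleus cell shares, with cell loss under 80%, at 10 µM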;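 further: anti alpha tubulin signal scored within the nucleus-defined area of each cell; some results filed as inactive read as strong as hits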
WT yeast gro inh mutant strain = second read-out of WT yeast gro inh, no call of its own (marks repeat the call); inhibition, %; mitochondrial fusion phenotypic screen, mutant strain inhibition
Dynein cargo inh cytoplasmic EGFP = second read-out of Dynein cargo inh, no call of its own (marks repeat the call); z-score; measured here: cytoplasmic GR-EGFP intensity; active compounds read high
Dynein cargo inh nuclear GR-EGFP = second read-out of Dynein cargo inh, no call of its own (marks repeat the call); z-score; measured here: nuclear GR-EGFP intensity;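 lower value marks the stronger effect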
Dynein cargo inh cell count = recorded beside Dynein cargo inh, whose call it bears; z-score; measured here: cell count per field
Ins promoter up cell count = recorded beside Ins promoter up, whose call it bears; cell count; measured here: cytotoxicity, nuclei count;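 total cells summed across four imaged fields per well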
bCat nuc transl cell count 5 µM = second read-out of bCat nuc transl, no call of its own (marks repeat the call); cell count; measured here: cell count, cytotoxicity flag
MT stabilize HCS Hoechst-high % = recorded beside MT stabilize HCS, whose call it bears; % Hoechst-high responders; measured here: nuclear condensation Hoechst responders;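 share of cells brighter than vehicle mean plus two SD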
MT stabilize HCS cytotoxicity % = recorded beside MT stabilize HCS, whose call it bears; toxicity, %; measured here: cytotoxicity by cell density;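 0% = mean cell density of plate MIN control wells and 100% = no cells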
Autophagy mod cell loss 18 h = also measured in Autophagy mod; calls as there; toxicity, %; measured here: cell loss, nuclei count;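 cell loss after 18 h compound exposure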
An asterisk follows results filed as active; i = inactive; nt = no result given. Unless noted, no stated cut-off is given here; in the data, active means inhibition above about 50%; inactive means the rest.

SMILES | Yfh1-depleted yeast | Autophagy mod | Autophagy mod cell loss 18 h | human PMI inhibition | Dynein cargo inh | Dynein cargo inh cytoplasmic EGFP | Dynein cargo inh nuclear GR-EGFP | Dynein cargo inh cell count | WT yeast gro inh | WT yeast gro inh mutant strain | human PMI inhibitors | bCat nuc transl | bCat nuc transl cell count 5 µM | Ins promoter up | Ins promoter up cell count | MT stabilize HCS | MT stabilize HCS Hoechst-high % | MT stabilize HCS cytotoxicity %
CN(CC(=O)NCc1ccncc1)S(=O)(=O)c1ccccc1 | i | i | 3 | -3% | -0.24 | -0.24 | 0.0078 | 0.32 | -1 | -4 | -4% | -1.3 | 1159 | -0.26 | 985 | 2.2 | 1.6 | 6.8
COC(C[C@@H]1O[C@H]1[C@@H](O)[C@@H](C)OCc1ccccc1)OC | i | nt | nt | nt | 1.5 | -0.62 | 0.85 | -1.3 | nt | nt | nt | -0.5 | 1475 | 0.19 | 890 | nt | nt | nt
CCCCCCCCCC(=O)OCC(O)CO (stereo unspecified) | i | i | -16 | -3% | 1.3 | -0.2 | 1 | -0.64 | -13 | 1 | -4% | nt | nt | nt | nt | 1.4 | 3.0 | 10
COc1ccc(N2CCN(C(=O)CCCCCn3c(=O)[nH]c4ccsc4c3=O)CC2)cc1 | i | i | -6 | 3% | 2 | 0.7 | 0.91 | -1.4 | -9 | -23 | 2% | -2.0 | 1083 | -0.15 | 1259 | 5.3 | 2.4 | 6.9
CC1CC(C)(C)NCc2ccccc21 (stereo unspecified) | i | i | 0 | -7% | 0.18 | -0.3 | 0.38 | 0.45 | -23 | -13 | -2% | 5.4 | 1353 | 0.71 | 1621 | 5.1 | 4.5 | 0.4
CC(=O)Nc1ccc(NC(=O)C2CCCN(c3ncccn3)C2)cc1 (stereo unspecified) | i | i | 0 | -10% | 1 | -0.29 | 0.75 | 0.2 | -2 | 2 | 0% | 4.1 | 891 | -0.06 | 1187 | 1.8 | 2.6 | 4.1
CCOc1ccc(C2NC(=O)c3sc(=S)n(-c4ccccc4)c3N2)cc1 (stereo unspecified) | i | i | 0 | -68% | -0.48 | -0.24 | 0.6 | -0.11 | -3 | -10 | -128% | 0.7 | 551 | 0.77 | 1267 | 5.2 | 3.4 | 3.9
Cc1ccc(NC(=O)c2cc(S(=O)(=O)N3CCOCC3)ccc2F)c(C)c1 | i | i | 3 | -9% | 0.82 | -0.15 | 1.3 | -0.76 | -3 | 16 | -12% | -4.1 | 950 | 0.55 | 1112 | 3.0 | 1.4 | 6.2
O=C1C/C(=C/NCc2ccccc2)C(=O)N1 | i | i | 3 | 13% | -0.018 | -0.16 | 0.13 | 1.2 | 8 | -6 | 3% | 0.5 | 859 | 0.64 | 1185 | 1.8 | 0.5 | 14
COc1ccc(/C(C)=N/NC(=O)CNC(=O)c2cccs2)cc1 | i | i | 16 | 2% | 1.4 | -0.32 | 0.75 | -0.072 | 3 | -3 | 5% | 3.9 | 530 | nt | nt | 2.7 | 2.6 | 5.6
CCN(CC)S(=O)(=O)c1ccc(C(=O)Nc2nnc(NC(=S)Nc3ccccc3)s2)cc1 | i | nt | nt | nt | 0.24 | -0.29 | 0.19 | 1.1 | nt | nt | nt | 1.6 | 1362 | 0.22 | 1084 | nt | nt | nt
CCCCCCn1c(-c2ccco2)nc2oc3cc(OC)ccc3c(=O)c2c1=O | i | i | 10 | -10% | 1.4 | -0.19 | 1.3 | -1.3 | -11 | -16 | -26% | -1.0 | 973 | 0.37 | 1108 | 2.9 | 1.1 | 3.2
Cc1noc(/C=C/N(C)C)c1S(=O)(=O)N1CCCC(C(=O)NCc2cccs2)C1 (stereo unspecified) | i | i | 1 | -7% | -1.3 | -0.2 | -0.68 | 0.2 | 14 | 0 | -16% | -6.5 | 1086 | -0.3 | 735 | 2.9 | 2.8 | 7.5
CC/C(=N\NC(=O)c1ccc2c(c1)OCO2)C12CC3CC(CC(C3)C1)C2 | i | i | -13 | -8% | -0.068 | 0.19 | 0.43 | 1.2 | 13 | -3 | -12% | 1.9 | 1247 | 0.21 | 979 | 1.6 | 1.2 | 8.6
OCC1(CC2CCCCO2)CCN(Cc2cccc(O)c2)CC1 (stereo unspecified) | i | i | -9 | 2% | 3.2 | -0.00016 | 2.1 | -2.3 | 21 | 21 | 2% | -1.0 | 1027 | 0.39 | 1390 | 2.4 | 0.5 | 2.6

Looked up above:
Ins promoter up cell count with CCOc1ccc(C2NC(=O)c3sc(=S)n(-c4ccccc4)c3N2)cc1 (stereo unspecified) stands at 1267
bCat nuc transl cell count 5 µM with CN(CC(=O)NCc1ccncc1)S(=O)(=O)c1ccccc1 stands at 1159

Other compounds follow:
SMILES | Yfh1-depleted yeast | Autophagy mod | Autophagy mod cell loss 18 h | human PMI inhibition | Dynein cargo inh | Dynein cargo inh cytoplasmic EGFP | Dynein cargo inh nuclear GR-EGFP | Dynein cargo inh cell count | WT yeast gro inh | WT yeast gro inh mutant strain | human PMI inhibitors | bCat nuc transl | bCat nuc transl cell count 5 µM | Ins promoter up | Ins promoter up cell count | MT stabilize HCS | MT stabilize HCS Hoechst-high % | MT stabilize HCS cytotoxicity %
CN1C(=O)C(CC(=O)Nc2ccc(Cl)cc2)N(Cc2ccco2)C1=S (stereo unspecified) | i | i | 3 | 10% | -0.42 | -0.12 | 0.45 | -1.3 | 9 | 15 | 7% | 1.8 | 997 | 0.03 | 1761 | 1.9 | 2.6 | 12
CC(C(=O)Nc1ccccc1C(=O)N1CCCC1)n1nnc2ccccc21 (stereo unspecified) | i | i | -1 | 9% | -0.15 | -0.45 | -0.076 | 0.48 | 0 | 11 | 8% | -3.1 | 1112 | 0.59 | 1756 | 2.3 | 2.0 | 13
C[C@@H]1C[C@H]2[C@@H]3C[C@H](F)C4=CC(=O)C=C[C@]4(C)[C@@]3(F)[C@@H](O)C[C@]2(C)[C@@]1(O)C(=O)CO | i | i | 16 | -28% | 0.75 | -0.22 | 0.59 | -0.33 | 5 | -10 | -22% | -8.2 | 445 | nt | nt | 1.6 | 1.1 | 1.7
CNC(=O)CSc1nnc(-c2cccs2)o1 | i | i | -8 | 2% | 0.064 | -0.15 | 0.12 | 0.33 | 4 | -1 | -3% | -0.9 | 1179 | -1.4 | 1261 | 1.9 | 1.3 | 7.5
Cn1c(=O)c2c(nc(Sc3ncnn3CC(=O)N3CCOCC3)n2C)n(C)c1=O | i | nt | nt | nt | 0.11 | -0.22 | 0.58 | -0.59 | nt | nt | nt | -0.5 | 1368 | -0.51 | 1118 | nt | nt | nt
Fc1ccc(NC(=S)N2CCCC(c3ccccc3)=N2)cc1 | i | nt | nt | nt | 1.7 | -0.038 | 0.64 | -1.2 | nt | nt | nt | -4.0 | 1189 | -0.19 | 1377 | nt | nt | nt
O=C(NCCCCCCNC(=O)c1cncc(O)c1)c1cncc(O)c1 | i | nt | nt | nt | 2.9 | -0.14 | 2.5 | -2.4 | nt | nt | nt | 0.1 | 1377 | -0.75 | 997 | nt | nt | nt
COCc1ccc(C(=O)N2CCCC(C(=O)c3cccc(C(F)(F)F)c3)C2)o1 (stereo unspecified) | i | i | 9 | 9% | -0.69 | -0.28 | -0.26 | 0.5 | -9 | -3 | 1% | -1.3 | 1000 | -0.63 | 1451 | 4.1 | 1.6 | 5.1
COc1ccc(NC(=O)CSC2CCCCC2)cc1 | i | i | 9 | 8% | 0.56 | -0.25 | 0.45 | 1.1 | -14 | 4 | 4% | nt | nt | nt | nt | 3.0 | 1.6 | 6.6
CCCn1c(=N)n(CC(O)COc2cccc(C)c2)c2ccccc21 (stereo unspecified) | i | i | 15 | 13% | -1.6 | -0.096 | -0.61 | 0.97 | 8 | -5 | 9% | nt | nt | nt | nt | 3.0 | 1.7 | 9.4
Cc1cccc2cc(C3CC(c4ccco4)=NN3S(C)(=O)=O)c(Cl)nc12 (stereo unspecified) | i | nt | nt | nt | 0.71 | -0.17 | 0.29 | 0.42 | nt | nt | nt | 0.1 | 1300 | 0.07 | 1486 | nt | nt | nt
CC1=NN(C(=O)c2csc(C(C)C)c2)C(O)(C(F)(F)F)C1 (stereo unspecified) | i | i | 0 | -4% | -0.093 | -0.27 | -0.027 | 1.2 | -15 | -15 | -3% | -1.8 | 1112 | 0.17 | 1516 | 2.3 | 1.4 | 11
O=C(O)CCS(=O)(=O)c1cccc2cccnc12 | i | i | 3 | 14% | -0.25 | -0.24 | -0.094 | 1.5 | 4 | 5 | 12% | -0.5 | 1070 | 0.36 | 1837 | 1.4 | 1.8 | 7.1
CCn1cc(C(=O)O)c(=O)c2cc(F)c(N3CCN(S(=O)(=O)c4ccc(NC(C)=O)cc4)CC3)cc21 | i | i | 8 | 12% | -0.22 | -0.12 | -0.22 | -0.21 | -2 | -6 | -2% | 1.2 | 1030 | -1.3 | 1543 | 5.2 | 2.9 | 3.3
CCCN1CCN(CCCNC(=O)Cn2cc3c(n2)CCCC3)CC1 | i | i | 2 | 16% | -0.92 | -0.21 | -0.39 | 0.43 | 9 | 3 | 19% | -2.3 | 1150 | -0.5 | 1806 | 3.1 | 1.4 | 8.6

Filtered by structure: those above containing an aryl thioether with sulfur outside any ring
SMILES | Yfh1-depleted yeast | Autophagy mod | Autophagy mod cell loss 18 h | human PMI inhibition | Dynein cargo inh | Dynein cargo inh cytoplasmic EGFP | Dynein cargo inh nuclear GR-EGFP | Dynein cargo inh cell count | WT yeast gro inh | WT yeast gro inh mutant strain | human PMI inhibitors | bCat nuc transl | bCat nuc transl cell count 5 µM | Ins promoter up | Ins promoter up cell count | MT stabilize HCS | MT stabilize HCS Hoechst-high % | MT stabilize HCS cytotoxicity %
CNC(=O)CSc1nnc(-c2cccs2)o1 | i | i | -8 | 2% | 0.064 | -0.15 | 0.12 | 0.33 | 4 | -1 | -3% | -0.9 | 1179 | -1.4 | 1261 | 1.9 | 1.3 | 7.5
Cn1c(=O)c2c(nc(Sc3ncnn3CC(=O)N3CCOCC3)n2C)n(C)c1=O | i | nt | nt | nt | 0.11 | -0.22 | 0.58 | -0.59 | nt | nt | nt | -0.5 | 1368 | -0.51 | 1118 | nt | nt | nt

Source: PubChem (several laboratories)
